Screens (PubChem BioAssay)
PP1 inh = PP1-alpha (human) inhibition in PP5 counter-screen | P62136 | actives 0.9% (n = 320,000) | inhibition, % at 6.7 µM | purified PP1alpha, OMFP fluorescence;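 active = inhibition above the mean inhibition of all tested compounds plus 3 SD, computed separately for each screening campaign, cut at about 15% in these data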
Target sequence (P62136 whole entry, looked up): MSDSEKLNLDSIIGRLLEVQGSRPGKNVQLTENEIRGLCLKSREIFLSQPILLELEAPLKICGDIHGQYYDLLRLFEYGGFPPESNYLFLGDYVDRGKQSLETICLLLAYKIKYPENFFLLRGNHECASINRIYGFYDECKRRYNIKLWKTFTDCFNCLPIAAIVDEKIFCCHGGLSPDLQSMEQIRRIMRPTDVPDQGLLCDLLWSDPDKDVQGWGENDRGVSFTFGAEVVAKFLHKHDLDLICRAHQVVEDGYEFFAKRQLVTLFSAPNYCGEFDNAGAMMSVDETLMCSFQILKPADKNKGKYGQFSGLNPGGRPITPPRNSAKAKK
TPT1 inh = C. albicans TPT1 enzyme inhibition; recombinant caTPT1, FP RNA substrate dephosphorylation; inhibition, % at 5 µM; actives 0.81% (n = 300,000);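 active = inhibition above the mean of all tested compounds plus 3 SD, set per screening campaign, cut at about 24% in these data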;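 also: plate controls were DMSO alone for no effect and ferristatin control at 100 nM for full effect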
procasp7 counter = activates human procaspase-7, counter-screen for procaspase-3 activators | recombinant procaspase-7, Ac-DEVD-pNA absorbance 405 nm; D23A/D198A/D206A triple mutant, cannot self-cleave; scale: DMSO 0, 5 µM enzyme 100 | activation, % at 8.5 µM | actives 0.093% (n = 330,000);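 active = percent activation above the screen-wide mean plus 3 SD, cut at about 25% in these data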
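Material: Procaspase-7 triple mutant (PC-7 D3A) | Quantity: 2 µM procaspase-7 mutant as dispensed | Reagent: DEVD-pNA substrate | Times: 1 h preincubation, 2 h reaction | Technique: 405 nm absorbance of p-nitroaniline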
PP5 primary = inhibitors of human protein phosphatase 5 (PP5); P53041; actives 0.18% (n = 320,000); inhibition, % at 6.7 µM; purified PP5c, OMFP substrate fluorescence;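 active = inhibition above the campaign's mean inhibition across all tested compounds plus 3 SD, cut at about 9.5% in these data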;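 also: 0% = DMSO only and 100% = 100 µM cantharidin control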
Efflux pump inh = antifungal efflux pump inhibition, Nile Red retention; S. cerevisiae Candida pump triplex; inhibition, % at 10 µM; actives 0.44% (n = 330,000); AID 485275;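 active = plate passing quality check with inhibition over a set limit, or well fluorescence over plate mean plus 4 SD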;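 also: Nile Red retained in pooled yeast measured as flow cytometry median fluorescence; 0% = buffer negative control and 100% = Enniatin B positive control; higher means more Nile Red kept so more efflux inhibition; some compounds called inactive have numbers as strong as hits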
CTSL1 counter = cathepsin L1 inhibition, PFM18AAP counter-screen | inhibition, % at 5.96 µM | actives 0.49% (n = 300,000) | recombinant F. hepatica cathepsin L1, Z-Leu-Arg-MCA fluorescence;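 active = inhibition above the mean of all tested compounds plus 3 SD, set per screening campaign, cut at about 17% in these data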;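 also: 0% = plate median of test compound wells and 100% = 1 µM Z-Phe-Ala-diazomethylketone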
core dimer inh = HCV core protein dimerization inhibition | actives 0.33% (n = 300,000) | TR-FRET GST/Flag-core106 dimerization, 1536-well | AID 1899 | inhibition, % at 5 µM;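 active = inhibition above the mean of all tested compounds plus 3 SD, set per screening campaign, cut at about 45% in these data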
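Assay system – GST-tagged and Flag-tagged HCV core protein residues 1-106 · Quantity – core106 proteins, GST 13.5 nM and Flag 17 nM · Benchmarks – unlabelled core106 and no-GST-core106 wells · Read-out basis – percent inhibition of core106 dimerization signal · Detection – time-resolved FRET, ex 340 nm, em 617 and 671 nm · Schedule – 4 h at 22.5 °C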
JMJD2C inh = human JMJD2C demethylase inhibition. actives 0.069% (n = 330,000). inhibition, % at 2.35 µM. GST-JMJD2C(1-420) H3K9me3 demethylation, DELFIA europium. AID 2099;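 active = more than half of a compound's replicate wells show inhibition beyond 50%, single wells judged on their own value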;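 also: signal counts dimethyl H3K9 product captured on neutravidin plate; 0% = median of DMSO wells and 100% = 0.3 times that DMSO median; strong numbers were not always called active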
Target sequence (Q9H3R0 1-420 limits assumed): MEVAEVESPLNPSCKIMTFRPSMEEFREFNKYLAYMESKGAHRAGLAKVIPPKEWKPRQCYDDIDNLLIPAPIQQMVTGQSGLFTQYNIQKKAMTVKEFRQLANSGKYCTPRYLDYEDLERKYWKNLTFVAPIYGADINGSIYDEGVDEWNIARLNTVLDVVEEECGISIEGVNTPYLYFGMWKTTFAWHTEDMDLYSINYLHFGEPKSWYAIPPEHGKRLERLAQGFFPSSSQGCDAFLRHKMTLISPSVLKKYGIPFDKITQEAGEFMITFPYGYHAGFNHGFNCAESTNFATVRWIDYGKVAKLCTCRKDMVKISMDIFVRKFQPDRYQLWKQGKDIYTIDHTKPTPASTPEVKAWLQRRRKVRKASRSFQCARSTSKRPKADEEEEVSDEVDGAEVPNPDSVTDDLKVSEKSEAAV
procasp3 activ = activators of human procaspase-3 | recombinant procaspase-3 D3A, Ac-DEVD-pNA absorbance 405 nm | actives 0.11% (n = 330,000) | AID 463141 | P42574 | activation, % at 8.5 µM;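 active = activation above the mean of all tested compounds plus 3 SD, cut at about 21% in these data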;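 also: 0% = DMSO alone and 100% = DMSO wells spiked with extra 5 µM PC-3 D3A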
Target sequence (P42574 whole entry D9A/D28A/D175A): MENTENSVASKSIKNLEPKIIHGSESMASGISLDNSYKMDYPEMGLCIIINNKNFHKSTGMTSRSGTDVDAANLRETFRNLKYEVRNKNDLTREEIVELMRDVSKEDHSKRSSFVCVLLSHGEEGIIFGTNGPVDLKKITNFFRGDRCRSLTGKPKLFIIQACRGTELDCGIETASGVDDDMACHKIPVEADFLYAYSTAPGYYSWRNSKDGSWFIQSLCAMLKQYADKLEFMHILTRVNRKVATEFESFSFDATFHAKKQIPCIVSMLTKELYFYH
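Evaluation: percent activation relative to control range; Material: Procaspase-3 D3A mutant, all three cleavage aspartates alanine; Compound: single dose, 8.5 µM nominal compound, 0.8% DMSO; Replication: one well per compound; Signal: absorbance at 405 nm, 0 and 120 min; Schedule: 1 h preincubation plus 2 h reaction at 25 °C.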
* hit, by the source's call; x = not tested or not shown.

no.	Compound	PP1 inh	TPT1 inh	procasp7 counter	PP5 primary	Efflux pump inh	CTSL1 counter	core dimer inh	JMJD2C inh	procasp3 activ
1	NC(CSCc1ccccc1Cl)C(=O)O (stereo unspecified)	12	-3	-6	-0.4	-0.1	4	1	5	4
2	Cc1cc(C)nc(NS(=O)(=O)c2ccc(NC(=O)c3cc(=O)c4ccccc4o3)cc2)n1	-3	-3	2	2.5	-0.1	-3	-13	-1	8
3	Cc1ccc(SCc2nc(N)nc(Nc3ccccc3C)n2)cc1C	4	-2	6	7.5	0.1	1	8	9	-11
4	C/C(=N\Nc1nccnc1Cl)c1ccc([N+](=O)[O-])cc1	2	0	2	2.2	0.0	3	-2	4	14
5	CCC(=O)N(CC(=O)Nc1sc(C)c(C)c1C(N)=O)C1CCCC1	-4	-1	2	-1.4	-0.2	-3	1	2	8
6	O=C1N=C(N2CCN(c3ccccc3)CC2)SC1Cc1ccccc1 (stereo unspecified)	1	3	2	3.4	0.3	1	-1	5	4
7	CCn1c(-c2cccnc2Cl)nc2cc(C)c(C)cc21	2	-1	-2	2.1	0.0	4	-12	7	-12
8	O=C(NCCN1C(=O)S/C(=C\c2ccc(F)cc2)C1=O)c1cccc(S(=O)(=O)N2CCOCC2)c1	1	-5	-13	6.5	2.0	-1	-5	13	-10
9	O=C1Nc2ccccc2C(O)(C(=O)N2CCCCC2)N1c1ccccc1 (stereo unspecified)	4	-2	2	1.0	-0.2	2	2	5	1
10	Cc1ncc([N+](=O)[O-])n1Cc1ccccc1	-1	2	-5	1.2	0.5	0	-6	1	3
11	c1ccc2sc(NC3=NCN(C4CCCCCC4)CN3)nc2c1	-1	-6	4	2.1	0.0	0	-2	-1	9
12	CCOC1(C)OCC(=O)[C@]2(CCC3C4CCC5=CC(=O)C=CC5(C)C4C(=O)CC32C)O1 (stereo partly specified)	1	-1	13	-1.7	0.1	-8	-2	-2	4
13	CN(C(=O)c1cnc(N2CCN(c3ncccn3)CC2)c2ccccc12)c1ccc(Cl)cc1	-1	-3	-11	3.6	0.2	2	0	5	8
14	COc1ccc2c(c1OC)C(=O)OC2	-4	-3	-3	3.4	0.0	0	-2	11	6
15	O=C(COc1ccc2ccccc2c1)NNC(=O)Cc1ccccc1	1	3	7	1.0	-0.1	-6	-5	17	1
16	Cc1nn(-c2ccccc2)c(Cl)c1C(=O)Nc1ccccc1	-1	0	-2	2.2	0.0	0	-4	2	7
17	O=C(CSc1nnc(CNC(=O)c2ccco2)o1)Nc1cccc(F)c1	-1	0	1	-0.4	0.1	8	-1	8	9
18	Cc1ccc(C(C)(C)NC(=O)C2CCC(=O)N(CCCN3CCOCC3)C2)cc1 (stereo unspecified)	1	3	3	-1.2	0.0	4	0	-2	-8
19	Cc1ccc(N(CC(O)CN2CCOCC2)S(=O)(=O)c2ccc([N+](=O)[O-])cc2)cc1 (stereo unspecified)	0	1	6	-0.4	0.0	-2	0	-7	-7
20	COc1ccc(CNCC(O)(c2ccccc2)c2ccccc2)cc1OC	-5	-2	2	1.8	0.0	-2	-2	-1	5
21	C=CCn1cc(C(=O)NCc2cccnc2)c(=O)c2cc(S(=O)(=O)N(CC)CC)ccc21	-1	-3	-1	2.0	-0.1	-3	3	-41	-3
22	COc1ccc(N2CCN(C(=O)c3ccncc3)CC2)cc1	1	-1	-1	-0.3	0.0	-4	-3	14	6
23	O=c1n(-c2ccccc2)c(=O)n2n1CCCC2	0	2	-7	3.9	0.1	-1	-1	8	12
24	CCc1noc(C)c1C(=O)NNC(=O)c1ccc(Br)cc1	-2	-1	8	-2.8	0.0	4	-6	28	6
25	COc1ccc(Cl)cc1NC(=O)COC(=O)CCCN1C(=O)c2ccccc2C1=O	-2	-3	8	2.1	0.0	-25	9	19	0
26	CCCN1Cc2cccc(C(N)=O)c2C1=O	-5	1	2	-0.4	0.0	1	-2	-7	2
27	Cc1ccc(C2C3C(=O)N(c4ccccc4)C(=O)C3N3CCCN23)cc1 (stereo unspecified)	-2	2	-1	-0.2	0.1	-4	0	-6	-15
28	CCCn1c(=N)n(CC(O)c2ccc(C)cc2)c2ccccc21 (stereo unspecified)	-3	-2	0	-1.9	0.2	2	-1	4	0
29	Cc1noc(C)c1COc1ccc(C(=O)N2CCN(c3ccccc3O)CC2)cc1	2	x	0	-2.4	0.0	x	x	1	7
30	COCCc1nc2ccc(C(=O)N3CCCCC3COC)cc2o1 (stereo unspecified)	-4	-1	2	2.7	-0.1	-2	-2	-2	-2
31	Cc1cc(C(=O)NCc2ccccc2Br)no1	3	1	10	1.8	0.2	-1	-3	1	-3
32	Clc1cccc(NCc2nnc3n2CCCCC3)c1	-3	1	-4	-0.2	0.1	4	-8	-10	3
33	COc1cc(C(=O)NCCNC(=O)c2cnccn2)cc(OC)c1OC	2	3	-2	-0.8	0.1	4	-10	3	0
34	Cc1cc(Nc2ccc(F)cc2F)n2ncnc2n1	-4	1	-2	1.0	-0.2	2	-7	4	16
35	CCOC(=O)C1CCCN(C(=O)CN(c2ccc(OC)cc2)S(=O)(=O)c2c(C)noc2C)C1 (stereo unspecified)	1	-2	6	1.0	0.0	1	-6	11	5
36	Cc1cc(C(=O)NNC(=O)c2cccs2)nn1C(C)(C)C	3	1	4	2.4	-0.1	-3	1	-8	7
37	Cc1ccc2cc(CN(C(=O)c3cccs3)c3ccccc3)c(=O)[nH]c2c1	3	-3	4	-1.4	0.1	3	6	13	-6
38	CCN(CC)C(=O)Oc1cc(COC)nc(-c2ccccc2)n1	1	-1	0	0.2	0.0	6	-4	-6	5
39	COc1ccc(NC(=O)CNC(c2ccccc2)c2ccccc2)cc1	0	1	-4	4.6	-0.1	-2	4	3	8
40	CC(Sc1nccn1C)C(=O)Nc1ccc(Cl)cn1 (stereo unspecified)	-1	4	0	-1.5	0.2	7	-4	-2	7
41	CC(C)OC(=O)c1sc2nc(-c3ccccc3)ccc2c1N	3	-4	34*	3.9	0.2	-1	-11	3	8
42	Cc1cc(C)cc(N(CC(=O)N2CCc3ccccc32)S(=O)(=O)c2c(C)noc2C)c1	-1	1	10	-0.9	-0.1	0	-1	-1	10
43	Cc1ccc2cccc(OCc3nnc(SCC(=O)O)n3C)c2n1	1	2	-8	2.0	0.3	-2	1	1	-2
44	CC(C)(C)c1ccc(COn2ccnc2)cc1	0	-1	10	-2.9	0.1	-2	-1	7	5
45	CC1CCc2c(sc(NC(=O)c3cccs3)c2C(=O)O)C1 (stereo unspecified)	8	2	-6	1.3	0.3	-7	-1	-44	-8
46	Cc1cccc(C(=O)N(Cc2nc3ccccc3c(=O)[nH]2)C2CCCC2)c1	1	-6	0	3.1	-0.1	-1	2	4	0
47	COc1ccc(S(=O)(=O)NNC(=O)c2csc(-n3nc(C)cc3C(F)(F)F)n2)cc1	-3	0	-5	5.0	0.1	0	12	4	2
48	COc1cc(OC)c(Cl)cc1N	-1	-1	-9	-0.8	0.3	-2	-2	-19	-8
49	CCn1c(Cc2cccs2)nnc1SCC(=O)c1ccc(C)cc1	-2	-1	3	1.5	0.4	-1	6	-3	-4
50	CCN1C(=O)[C@H]2[C@@H](c3ccc(-c4cc(C(C)=O)cs4)cc3)N3CCC[C@@]3(C(=O)OC)[C@H]2C1=O	3	0	-7	1.2	0.0	4	-17	0	-1
51	COC(=O)CSC1=C(C#N)C(c2ccc(C(C)C)cc2)CC(=O)N1 (stereo unspecified)	-2	-4	-3	2.0	-0.2	0	-10	1	4
52	Nc1ccn(CC(=O)N2CCN(c3ccccn3)CC2)c(=O)n1	-3	x	-4	-1.4	0.1	x	x	12	-3
53	CC(C)N1CCC(N2CCN(Cc3ccc(-c4ccccc4Cl)o3)CC2CCO)CC1 (stereo unspecified)	0	3	-15	3.2	0.2	9	1	-1	-18
54	Oc1ccccc1Cc1c(O)ccc2ccccc12	-1	-3	-10	4.4	0.0	0	-6	3	5
55	COC(=O)C1=C(C)N(Cc2ccccc2)C(=NCCc2c[nH]c3ccccc23)N[C@H]1c1ccccc1	x	x	-1	x	-0.1	x	x	30	0
56	COC(=O)c1c(C)noc1-c1cc(C)on1	-2	-3	5	-0.1	-0.2	0	-3	-7	-4
57	Cc1cc(SCC(=O)Nc2cccc(S(=O)(=O)NC3=NCCCCC3)c2)nc2ccccc12	-3	1	8	1.0	0.2	3	10	-5	-1
58	COc1cc(/C=C/c2cc[n+](C)cc2)ccc1OCC(=O)Nc1ccccc1	1	3	-8	1.1	-0.2	2	-2	-3	0
59	O=C(c1ccc(S(=O)(=O)N2CCCCC2)cc1)N1CCN(c2ccccc2)CC1	-3	0	-2	-0.1	-0.1	-2	0	1	3
60	CCOc1ccc2nc(NC(=O)c3cnc(C)cn3)sc2c1	0	-1	4	1.8	0.1	1	17	-4	2

Copied from the listing, two compounds:
no.	Compound	PP1 inh	TPT1 inh	procasp7 counter	PP5 primary	Efflux pump inh	CTSL1 counter	core dimer inh	JMJD2C inh	procasp3 activ
48	COc1cc(OC)c(Cl)cc1N	-1	-1	-9	-0.8	0.3	-2	-2	-19	-8
49	CCn1c(Cc2cccs2)nnc1SCC(=O)c1ccc(C)cc1	-2	-1	3	1.5	0.4	-1	6	-3	-4

An excerpt from above, reduced to PP5 primary, PP1 inh and Efflux pump inh.
item	Molecule	PP5 primary	PP1 inh	Efflux pump inh
41	CC(C)OC(=O)c1sc2nc(-c3ccccc3)ccc2c1N	3.9	3	0.2
60	CCOc1ccc2nc(NC(=O)c3cnc(C)cn3)sc2c1	1.8	0	0.1
58	COc1cc(/C=C/c2cc[n+](C)cc2)ccc1OCC(=O)Nc1ccccc1	1.1	1	-0.2
50	CCN1C(=O)[C@H]2[C@@H](c3ccc(-c4cc(C(C)=O)cs4)cc3)N3CCC[C@@]3(C(=O)OC)[C@H]2C1=O	1.2	3	0.0

(next part)
no.	Compound	PP1 inh	TPT1 inh	procasp7 counter	PP5 primary	Efflux pump inh	CTSL1 counter	core dimer inh	JMJD2C inh	procasp3 activ
61	Cc1cnc(NC(=O)c2ccc(Cl)nc2)s1	-4	1	2	1.4	0.1	-1	-2	0	-1
62	CC(=O)c1cccc(CN2CCC(CO)(CCCc3ccccc3)CC2)c1	2	0	2	-1.4	0.1	-1	0	4	-20
63	O=C(c1cccc(S(=O)(=O)N2CCOCC2)c1)N1CCCc2ccccc21	-1	0	13	1.3	-0.1	1	-1	-6	-10
64	Cc1ccccc1N1C(=O)CC(N(O)c2ccccc2)C1=O (stereo unspecified)	-1	-1	2	-0.3	0.0	3	-4	-5	-8
65	CCCCNC(=O)c1onc(CSc2cccc(OC)c2)c1C(=O)O	5	-3	-6	-1.1	-0.2	0	-5	8	3
66	O=C(NC1=NCCS1)c1ccc(Cl)c(S(=O)(=O)N2CCc3ccccc32)c1	-6	1	-3	3.3	0.0	3	3	16	-6
67	Cc1ccc(CC2CC(=O)N(C(Cc3ccccc3)C(=O)O)C2=O)cc1 (stereo unspecified)	-3	-4	-8	2.0	0.1	-3	0	6	4
68	COc1c(C)cccc1C(=O)Nc1ccc(CN2CCCCC2)cc1	1	0	13	0.7	0.0	-2	-3	-24	3

Outcome played no part in choosing rows; about 2.9% have a hit in one of these screens.
